# NTR1 agonist – agonists of NTR1, primary screen, imaging, U2OS cells, beta-arrestin-GFP, high content (AID 493036); NTR1-U2OS beta-arrestin-GFP spot imaging, agonist mode; activation, % at 20 µM; 0.17% of 330,000 active;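 active means activation at or above 40% of the spot to cytoplasm intensity ratio, with at least 20 cells analyzed; inconclusive means wells under 20 cells, flagged as cytotoxic or low count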;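 further: 0% = DMSO without peptide and 100% = 100 nM NTR1 peptide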
# Target sequence (P30989 whole entry, looked up): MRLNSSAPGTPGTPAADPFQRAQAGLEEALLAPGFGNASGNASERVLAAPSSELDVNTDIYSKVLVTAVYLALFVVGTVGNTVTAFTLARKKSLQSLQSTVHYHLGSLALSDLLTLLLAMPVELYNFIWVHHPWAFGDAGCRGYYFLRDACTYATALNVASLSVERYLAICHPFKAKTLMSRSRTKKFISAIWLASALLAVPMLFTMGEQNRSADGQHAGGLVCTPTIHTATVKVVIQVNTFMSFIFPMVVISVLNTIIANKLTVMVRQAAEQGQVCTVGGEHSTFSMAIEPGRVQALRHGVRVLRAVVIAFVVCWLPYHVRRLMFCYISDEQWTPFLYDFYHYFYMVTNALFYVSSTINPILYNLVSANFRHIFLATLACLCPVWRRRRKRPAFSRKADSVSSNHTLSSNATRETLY
# NOD2 inhibition – NOD2 signaling inhibitors, cell-based, luminescence, uHTS, HEK293 (AID 1566). inhibition, % at 4 µM; hits with a dose series show EC50 in µM. 0.63% of 290,000 active. HEK293 NOD2/NF-kB luciferase reporter, luminescence; higher % means a stronger effect; further: many of its hits are not listed in these tables
# KOR beta-arrestin-1 – KOR agonists, beta-arrestin recruitment, primary screen, cell-based, luminescence, uHTS (AID 1777); Kappa-type opioid receptor (Homo sapiens); activation, % at 10 µM; hits with a dose series show EC50 in µM; KOR beta-arrestin recruitment, luminescence; higher % means a stronger effect; 0.02% of 280,000 active; in the data active means activation above about 50%, passing the limit was not always enough; further: a part of the inactive calls stands beside numbers as strong as those of hits
# CSM14.1 death rescue – rescue of cells from ER stress-induced death, primary screen, 384-well, CSM14.1, thapsigargin, ATP luminescence (AID 1222) | CSM14.1 thapsigargin-induced death rescue, ATP luminescence; higher % means a stronger effect | cellular ATP content (survival), % at 20 µM, or EC50 in µM where a hit was titrated | 190,000 tested, under 10 active;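 active means EC50 below 50 µM in the dose-response confirmation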;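 further: death triggered by thapsigargin at about 15 µM added after 2 h compound pretreatment; cell ATP read after overnight thapsigargin exposure of roughly 18 to 22 hours; normalized against plate controls of thapsigargin alone and 5% DMSO vehicle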
# Yfh1-off respiration – enhancers of respiration in Yfh1-depleted yeast, dose response, Friedreich's ataxia, plus single-dose screen (AID 1465); S. cerevisiae Yfh1-off respiration, WST-1 reduction, 72 h; higher fold induction means a stronger effect; 0.074% of 220,000 active; fold induction at 50 µM; hits with a dose series show EC50 in µM;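 active means fold induction of absorbance versus untreated yeast above a set limit, then at least 30% activation at any dose in follow-up; inconclusive means repeats straddling the limit, or above it without dose testing; inactive means fold induction below the set limit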;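 further: activators that raise dye reduction in frataxin-depleted yeast; strong numbers were not always called active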
# KOR beta-arrestin-2 – KOR antagonists, beta-arrestin recruitment, cell-based, luminescence, uHTS (AID 1778); Kappa-type opioid receptor (Homo sapiens); KOR beta-arrestin recruitment, luminescence, antagonist mode; higher % means a stronger effect; one-dose inhibition, % at 10 µM; IC50 in µM for titrated hits; 0.091% of 290,000 active; further: strong numbers were not always called active
# GPR55 activation – GPR55 agonists via beta-arrestin recruitment, primary screen, imaging, U2OS cells, beta-arrestin-GFP redistribution (AID 1961); 0.048% of 290,000 active; one-dose activation, % at 10 µM; EC50 in µM for titrated hits; G-protein coupled receptor 55 (Homo sapiens); U2OS GPR55 beta-arrestin-GFP redistribution imaging; higher % means a stronger effect;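 active means activation above 40% with more than 50 cells counted in the well; inconclusive means wells holding fewer than 50 cells, flagged as toxic or sparse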;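 further: U2OS osteosarcoma cells stably expressing GPR55 and beta-arrestin-GFP; plate controls were DMSO negative control for no effect and LPI positive control for full effect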
# TNAP activation fold – human TNAP enzyme activators, primary screen, biochemical, luminescent, no phosphate acceptor, uHTS (AID 1001); activation fold at 20 µM; hits with a dose series show EC50 in µM; 0.03% of 200,000 active; purified TNAP, luminescent activation assay, no phosphate acceptor; higher activation fold means a stronger effect; Alkaline phosphatase, tissue-nonspecific isozyme (Homo sapiens); in the data active means activation fold from about 3, or a potency from the dose series; inactive means the rest, 99 in 100 with activation fold below about 1.6; further: many of its hits are not listed in these tables
# NOD1 NF-kB reporter – NOD1 signaling inhibitors, primary screen, cell-based, luminescence, uHTS (AID 1578). NOD1-driven NF-kB luciferase reporter cells, luminescence; higher % means a stronger effect. inhibition, % at 4 µM; hits with a dose series show EC50 in µM. 1% of 290,000 active; in the data active means inhibition mostly above about 36%, no sharp cut-off; inactive means mostly below about 34%;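 further: HEK-293T reporter cells stimulated with the NOD1 agonist gamma-tri-DAP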
# NTR1 agonist cell count 20 µM – also measured in NTR1 agonist; calls as there; cell count; measured here: cell count, cytotoxicity flag
# An asterisk follows results filed as active; i = inactive; ? = inconclusive; . = not tested or not shown; [ ] = dose if it differs, or a comment. Unless noted, no stated cut-off is given here; in the data, active means inhibition above about 50%; inactive means the rest.
nr	SMILES	NTR1 agonist	NTR1 agonist cell count 20 µM	NOD2 inhibition	KOR beta-arrestin-1	CSM14.1 death rescue
1	CCCn1c(=O)c(C(=O)Nc2nnc(CC)s2)c(O)c2ccccc21	.	.	10%	6.3%	-2.2%
2	CC(=O)c1ccc(S(=O)(=O)NCc2ccc(C(=O)NCC(c3ccccc3)N(C)C)cc2)cc1 (configuration not stated)	-1.0	45	-4%	0.3%	.
3	CCn1ccnc1C(O)c1cccc(OC)c1 (configuration not stated)	1.4	74	-20%	3.8%	0.5%
4	O=C(Nc1cccc(C(F)(F)F)c1)C1CCN(S(=O)(=O)c2ccc(N3CCCC3=O)cc2)CC1	2.3	62	35%	-6.9%	.
5	COc1cccc(CNC(=O)CSc2ccc(-c3ccccn3)nn2)c1	-0.3	66	2%	0.3%	3.4%
6	O=C(O)COc1ccc(/C=N/NC(=O)c2cn(-c3ccccc3)nc2-c2ccccc2)cc1	1.6	40	11%	-3.8%	.
7	CC(C)(C)NC(=O)Cn1nnc(-c2ccccc2Cl)n1	-0.4	54	-44%	3.7%	-2.8%
8	C/C(=N\O)C1/C(=N/O)CC2C1C2(C)C (configuration not stated)	0.0	64	2%	8.2%	-4.3%

nr	Yfh1-off respiration	KOR beta-arrestin-2	GPR55 activation	TNAP activation fold	NOD1 NF-kB reporter
1	.	-15%	0.0%	1	44%
2	.	39%	0.3%	.	-17%
3	i	12%	-0.2%	1.1	9%
4	.	16%	-0.1%	.	17%
5	i	-3%	-0.2%	1.2	-3%
6	.	-8%	-0.2%	.	-17%
7	i	-57%	-0.1%	1.1	44%
8	i	10%	-0.2%	1.1	-19%

# Additional entries
nr	SMILES	NTR1 agonist	NTR1 agonist cell count 20 µM	NOD2 inhibition	KOR beta-arrestin-1	CSM14.1 death rescue
9	COc1ccc(C(C)=O)cc1CSc1nc2ccccc2c(=O)n1-c1ccccc1C	9.8	61	8%	-1.8%	-0.8%
10	Clc1ccc(-n2ncc3c(NCc4ccccn4)ncnc32)cc1	1.9	88	-29%	2.5%	0.9%
11	COc1cccc(CNc2ccc3c(c2)ncn3C(C)C)c1OC	0.2	97	-40%	-2.4%	-1.2%
12	COc1ccc(OC)c(S(=O)(=O)NCC2CCCO2)c1 (configuration not stated)	-1.8	46	3%	-4.3%	-0.7%
13	O=C(Nc1ccccc1C(=O)N1CCNCC1)c1ccco1	0.1	87	15%	-2.5%	-1.5%
14	Cc1noc(C)c1COc1cccc(C(=O)N2CCc3ccccc32)c1	0.8	68	10%	1.7%	-0.3%
15	O=C1Cc2cc(S(=O)(=O)N3CCN(c4ccccc4)CC3)ccc2N1	0.9	70	19%	-1.3%	.
16	Cc1ccc(C(=O)C(C(=O)/C=C/c2ccccc2)=C2SCCCS2)cc1	11	63	5%	1.4%	0.1%

nr	Yfh1-off respiration	KOR beta-arrestin-2	GPR55 activation	TNAP activation fold	NOD1 NF-kB reporter
9	i	15%	-0.3%	1.2	-13%
10	i	1%	-0.3%	1	-26%
11	i	-22%	-0.2%	0.5	-34%
12	i	-41%	-0.1%	1	-14%
13	i	-3%	0.0%	1.1	-11%
14	i	-35%	-0.2%	1.1	-30%
15	.	-16%[20 µM]	-0.1%	.	-3%
16	.	-6%	3.6µM*	1	-20%

# Next results follow:
nr	SMILES	NTR1 agonist	NTR1 agonist cell count 20 µM	NOD2 inhibition	KOR beta-arrestin-1	CSM14.1 death rescue
17	CNC(=O)/C(C#N)=C/c1c(F)cccc1Cl	-0.2	62	19%	9.4%	-2.0%
18	Cc1ccc(NC(=O)COC(=O)[C@@H]2CCCN2C(=O)c2cccs2)cc1S(=O)(=O)N(C)C	1.8	67	-17%	0.7%	.
19	CCOc1ccc(C(=O)Nc2ccc(S(=O)(=O)Nc3cc(C)on3)cc2)cc1	2.9	59	10%	-0.5%	.
20	O=c1[nH]c(SCc2ccc(F)cc2Cl)nc2ccccc12	2.0	46	-15%	-1.6%	4.4%
21	CCc1nc(NCCO)c(C#N)c2c1CSC(C)(C)C2	1.7	48	-7%	8.0%	.
22	COc1ccc2c(c1)NC(C)(C)C=C2C	0.5	48	14%	1.5%	-0.8%
23	Cc1onc(-c2c(Cl)cccc2Cl)c1C(=O)NC1C(=O)N2C1SC(C)(C)C2C(=O)O (configuration not stated)	1.2	52	13%	-4.4%	-0.5%
24	CCCCc1ccc(C(=O)NC(C(=O)O)C(C)C)cc1 (configuration not stated)	2.7	55	5%	-1.0%	.

nr	Yfh1-off respiration	KOR beta-arrestin-2	GPR55 activation	TNAP activation fold	NOD1 NF-kB reporter
17	i	13%	0.0%	1.1	-8%
18	i	-6%	0.0%	.	9%
19	.	-10%	0.2%	.	-21%
20	i	-3%	-0.1%	1.1	0%
21	i	-3%	0.4%	.	10%
22	i	-3%	-0.4%	1	-23%
23	i	24%	-0.5%	1	-21%
24	i	15%	0.5%	1.1	-50%

# Filtered by structure, those above with two or more sulfur atoms
nr	SMILES	NTR1 agonist	NTR1 agonist cell count 20 µM	NOD2 inhibition	KOR beta-arrestin-1	CSM14.1 death rescue
16	Cc1ccc(C(=O)C(C(=O)/C=C/c2ccccc2)=C2SCCCS2)cc1	11	63	5%	1.4%	0.1%
18	Cc1ccc(NC(=O)COC(=O)[C@@H]2CCCN2C(=O)c2cccs2)cc1S(=O)(=O)N(C)C	1.8	67	-17%	0.7%	.

nr	Yfh1-off respiration	KOR beta-arrestin-2	GPR55 activation	TNAP activation fold	NOD1 NF-kB reporter
16	.	-6%	3.6µM*	1	-20%
18	i	-6%	0.0%	.	9%

# Following part:
nr	SMILES	NTR1 agonist	NTR1 agonist cell count 20 µM	NOD2 inhibition	KOR beta-arrestin-1	CSM14.1 death rescue
25	CC(Sc1ncnc2sccc12)C(=O)Nc1ccc(C(N)=O)cc1 (configuration not stated)	0.2	35	-9%	-1.4%	0.3%
26	CCOC(=O)c1ccccc1NS(=O)(=O)c1ccccc1F	1.4	70	-21%	1.8%	-0.4%
27	O=C(Nc1cccc(-c2nn[nH]n2)c1)c1csc2c1CCCC2	1.0	67	14%	0.5%	.
28	Cc1ccccc1C(=O)c1cccn1CC(=O)NCc1ccccc1	1.2	36	-4%	-7.7%	-0.2%
29	COC(=O)c1c(C)cc(OC(C)=O)c(C)c1OC(C)=O	-0.6	44	2%	-1.0%	-1.6%
30	COc1ccc(NC(=O)COC(=O)Cn2nnc3ccccc32)cc1	0.8	34	-3%	7.5%	.
31	Cc1ccc(/C=N/NC(=O)CNC(=O)c2cccc([N+](=O)[O-])c2C)o1	0.5	45	-4%	2.0%	.
32	O=C(Nc1cc(Cl)ccc1Cl)c1noc2c1CCCC2	-2.2	46	17%	-2.7%	.

nr	Yfh1-off respiration	KOR beta-arrestin-2	GPR55 activation	TNAP activation fold	NOD1 NF-kB reporter
25	i	-2%	1.3%	1.1	-29%
26	i	-2%	-0.2%	1.1	-23%
27	.	-1%	-0.1%	.	16%
28	i	-15%	1.4%	1.1	-19%
29	i	-11%	-0.2%	1.1	12%
30	i	-44%	0.1%	1.1	-22%
31	i	-28%	1.5%	1.1	-33%
32	i	10%	0.3%	.	6%

# Next section.
nr	SMILES	NTR1 agonist	NTR1 agonist cell count 20 µM	NOD2 inhibition	KOR beta-arrestin-1	CSM14.1 death rescue
33	COc1ccc(CNC(=O)CC(C)c2ccccc2)cc1 (configuration not stated)	-0.1	53	12%	-0.1%	.
34	Cc1cc(C)n(-c2nc(SCCN(C)C)c3c4c(sc3n2)COC(C)(C)C4)n1	12	62	8%	5.5%	-2.7%
35	O=C(COc1ncnc2c(Cl)cc(Cl)cc12)NCCC1=CCCCC1	2.4	54	-14%	0.2%	0.2%
36	CCOc1ccccc1C(=O)NCC(=O)Nc1ccc(-c2ccccc2)cc1	-0.7	53	-4%	-2.7%	.
37	O=C(NCc1ccncc1)C(=O)NCC1OCCN1S(=O)(=O)c1cc(F)ccc1F (configuration not stated)	-0.8	70	1%	2.7%	.
38	COC(=O)c1ccc2c(c1)NC(=O)c1ccccc1S2	-2.2	65	19%	-1.6%	.
39	COc1ccc(Cl)cc1NC(=O)c1cc(-c2cc(C)ccc2O)n[nH]1	-0.1	63	-5%	9.3%	.
40	O=C(Nc1ccccc1)c1cccc(S(=O)(=O)NC2CCCC2)c1	-0.1	61	-9%	4.4%	.

nr	Yfh1-off respiration	KOR beta-arrestin-2	GPR55 activation	TNAP activation fold	NOD1 NF-kB reporter
33	.	8%	-0.2%	.	-25%
34	?	-60%	0.7%	1	22%
35	i	-33%	-0.1%	1	-10%
36	.	-18%	0.2%	.	-20%
37	.	-6%	-0.1%	.	-26%
38	.	28%	0.0%	.	-6%
39	i	-21%	-0.1%	.	10%
40	.	-2%	-0.1%	.	-15%

# Next structures
nr	SMILES	NTR1 agonist	NTR1 agonist cell count 20 µM	NOD2 inhibition	KOR beta-arrestin-1	CSM14.1 death rescue
41	COCCOC(=O)C1=C(C)NC(=O)NC1c1cccc2ccccc12 (configuration not stated)	0.5	49	15%	1.4%	.
42	O=C(Nc1ccc2nc(-c3cccnc3)[nH]c2c1)C12CC3CC(CC(C3)C1)C2	1.4	51	16%	-4.1%	-3.6%
43	O=C(Nc1ccc(C(=O)O)cc1)/C(=C\c1ccco1)NC(=O)c1ccccc1Cl	-0.2	52	-3%	10%	.
44	O=C(COC(=O)C1CC2C=CC1C2)Nc1cccc(S(=O)(=O)N2CCCCC2)c1 (configuration not stated)	4.8	49	9%	1.9%	-0.4%

nr	Yfh1-off respiration	KOR beta-arrestin-2	GPR55 activation	TNAP activation fold	NOD1 NF-kB reporter
41	.	-20%	-0.1%	.	-22%
42	i	-25%	0.8%	1.1	-16%
43	.	-42%	-0.4%	.	19%
44	i	19%	-0.2%	1.2	-18%

# From compound 39 to 41, copied from above:
nr	SMILES	NTR1 agonist	NTR1 agonist cell count 20 µM	NOD2 inhibition	KOR beta-arrestin-1	CSM14.1 death rescue
39	COc1ccc(Cl)cc1NC(=O)c1cc(-c2cc(C)ccc2O)n[nH]1	-0.1	63	-5%	9.3%	.
40	O=C(Nc1ccccc1)c1cccc(S(=O)(=O)NC2CCCC2)c1	-0.1	61	-9%	4.4%	.
41	COCCOC(=O)C1=C(C)NC(=O)NC1c1cccc2ccccc12 (configuration not stated)	0.5	49	15%	1.4%	.

nr	Yfh1-off respiration	KOR beta-arrestin-2	GPR55 activation	TNAP activation fold	NOD1 NF-kB reporter
39	i	-21%	-0.1%	.	10%
40	.	-2%	-0.1%	.	-15%
41	.	-20%	-0.1%	.	-22%

# Screens from PubChem.

# Only part of the results is shown; count on the stated rates, not on these rows.
